# ALOX12 inhib: 12-hLO (ALOX12) enzyme inhibition; purified 12-hLO, xylenol orange hydroperoxide absorbance; Potency, µM (titrated, usually from 57.1 µM), inactives show at the top dose activity change, negative = inhibition, most hits filed as inhibitors; actives 0.12% (n = 150,000); AID 1452; also: potency is read from the fitted curve at half-maximal effect; nearly all actives have a fitted effect of over 55% in size; many of its hits are not listed in these tables
#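 Xylenol orange chromogenic assay: hydroperoxide from 12hLO oxidises Fe(II), giving red-shifted Fe(III)-XO absorbance. Conditions: 150 nM enzyme, 40 uM arachidonic acid, 25 mM Hepes pH 7.0, 0.01% Triton X-100, 30 min, room temperature.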
# ALOX15B inhib: inhibitors of human 15-lipoxygenase 2 (ALOX15B); O15296; purified 15hLO-2, xylenol orange hydroperoxide absorbance; Potency, µM (top dose mostly 57.1 µM), for inactives: top-dose activity change, negative = inhibition, actives largely listed as inhibitors; actives 0.56% (n = 110,000); also: potency is read from the fitted curve at half-maximal effect; nearly all actives have a fitted effect of over 60% in size; many of its hits are not listed in these tables
# Target sequence (O15296 whole entry, looked up): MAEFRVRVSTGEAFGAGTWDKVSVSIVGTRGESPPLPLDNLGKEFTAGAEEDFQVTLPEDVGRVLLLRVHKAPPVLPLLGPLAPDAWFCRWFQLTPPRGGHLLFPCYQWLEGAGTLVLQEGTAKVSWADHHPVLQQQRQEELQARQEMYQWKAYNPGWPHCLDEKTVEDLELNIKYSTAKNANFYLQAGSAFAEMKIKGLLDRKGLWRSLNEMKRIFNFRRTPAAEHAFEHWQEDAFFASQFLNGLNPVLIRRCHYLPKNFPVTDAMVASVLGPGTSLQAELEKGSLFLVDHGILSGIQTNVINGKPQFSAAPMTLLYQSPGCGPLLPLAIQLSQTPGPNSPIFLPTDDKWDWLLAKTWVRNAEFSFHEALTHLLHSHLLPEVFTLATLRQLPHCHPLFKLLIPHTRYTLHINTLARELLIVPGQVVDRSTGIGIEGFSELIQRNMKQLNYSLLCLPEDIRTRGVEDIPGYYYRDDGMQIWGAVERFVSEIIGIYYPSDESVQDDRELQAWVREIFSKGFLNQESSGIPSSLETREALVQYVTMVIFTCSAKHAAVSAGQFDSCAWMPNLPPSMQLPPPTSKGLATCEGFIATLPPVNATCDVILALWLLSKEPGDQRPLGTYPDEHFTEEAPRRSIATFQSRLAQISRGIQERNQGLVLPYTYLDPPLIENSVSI
#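 Read-out: hydroperoxide product oxidises ferrous iron, measured as xylenol orange complex via the 573-to-405 nm absorbance ratio after 30 min. Reaction: 50 nM enzyme, 15 min compound preincubation, 45 uM arachidonic acid, 90 min RT, Hepes pH 7.5 with Triton X-100.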
# PNC assembly inh: perinucleolar compartment assembly inhibition; AID 2417; PC3M PTB-GFP, PNC prevalence imaging, 16 h; hits give low values; actives 3.1% (n = 140,000); activity change (PNC), negative = inhibition, % at 10 µM;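 active = readout at or below -70, meaning at least 70% loss of cells showing the perinucleolar compartment, a nuclear body marking cancer cells; inconclusive = readout between -30 and a set limit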;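 also: plate controls were DMSO wells for no effect and camptothecin positive control wells for full effect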
#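 Compounds are pinned in duplicate onto adhered PC3M cells stably expressing GFP-tagged PTB and incubated 16 h at 37 C. Cells are then fixed, nuclei stained with Hoechst, and PNC-positive cells counted.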
# IMPase inh: IMPase inhibition in cells. CHO-M1 cells, IP1 accumulation, HTRF TR-FRET ratio. P97697. inhibition (IP1 accumulation), % at 46.1 µM. 120,000 tested, under 10 active; active = well fitted curve in the direction sought with a large enough effect in the signal ratio, not every such curve was filed as active; inconclusive = small, poorly fitted or top-dose-only effect, or a change in a side signal; inactive = no such curve, though single readings can be large or run the other way; the % refers to the signal ratio;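 also: cells stimulated with carbachol in lithium chloride buffer; plate controls were DMSO basal wells for no effect and reference inhibitor wells for full effect; higher means more IMPase inhibition seen as more IP1 and lower FRET ratio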
# Target sequence (P97697 whole entry, looked up): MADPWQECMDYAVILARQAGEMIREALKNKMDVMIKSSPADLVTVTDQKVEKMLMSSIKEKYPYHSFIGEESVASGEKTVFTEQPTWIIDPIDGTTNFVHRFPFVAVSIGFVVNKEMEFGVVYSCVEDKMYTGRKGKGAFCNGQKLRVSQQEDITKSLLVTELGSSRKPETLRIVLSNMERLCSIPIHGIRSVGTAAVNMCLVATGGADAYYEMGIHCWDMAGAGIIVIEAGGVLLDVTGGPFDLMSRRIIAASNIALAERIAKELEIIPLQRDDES
#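 Measured: the HTRF emission ratio (665/620 nm) plus the 620 nm donor channel, each fitted to the Hill equation to give AC50. Cells were CHO-M1 given compounds up to 46 uM and a 30 min carbachol stimulation at 37C.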
# Active calls of the source: *; ? = inconclusive; . = not tested or not shown; [ ] = another dose, or the depositor's remark. Unless noted, calls follow the shape of the dose curve; as a rule, active = well fitted curve in the direction sought with a large enough effect; inconclusive = small, poorly fitted or top-dose-only effect, or another doubt; inactive = no such curve, though single readings can be large; an effect the other way counts as inactive or inconclusive. Unless noted, % is scaled to controls: 0 for no effect and ±100 for the full control effect.
SMILES,ALOX12 inhib,ALOX15B inhib,PNC assembly inh,IMPase inh
C=CCOC(=O)C1=C(C)NC(SCC(=O)OCC)=C(C#N)C1c1ccc(O)c(OC)c1 (configuration not stated),-25.4%,-15.0%,-5.7,-2.6
CCc1cccc(C)c1NC(=O)CSc1nc(-c2ccccc2F)nc2nc[nH]c12,2.0%,.,30.1,.
O=C(Nc1cccc2nsnc12)c1ccc2c(c1)OCCO2,-6.7%,-14.6%,1.9,5.5
COc1ccc(C(O)P(=O)(O)CCc2ccccc2)cc1 (configuration not stated),6.8%,.,-19.0,-2.2
C1CCN2C[C@@H]3C[C@@H](CN4CCCC[C@@H]34)[C@H]2C1,0.1%,1.4%,.,7.7
O=C(CNCC1CCCCC1)Nc1ccccc1N1CCCCC1,5.9%,42.7%[activator],28.3,14.3
O=C(NCCOCC(F)(F)C(F)F)c1cc(F)c(F)cc1Cl,1.1%,-3.9%,?,5.6
COc1ccc(C(=O)COc2cccc(NC(=O)c3ccco3)c2)cc1,1.7%,.,-14.3,-4.2
Cc1cc(C)c(C(=O)COC(=O)Cn2cnnn2)cc1C,-10.0%,-2.0%,4.2,-5.4
COc1cc(/C=N/NC(=O)C(Cc2c[nH]c3ccccc23)NC(=O)OCc2ccccc2)cc([N+](=O)[O-])c1O (configuration not stated),-9.8%,.,2.0,.
C/C(=N/NC(=O)c1cc(C2CC2)[nH]n1)c1cccs1,-0.5%,4.9%,27.8,0.5
COc1ccc(-c2cc(OC)c3ccccc3n2)cc1,1.3%,.,?,.
COc1cccc(C(=O)NNC(=O)C2CC(C)=C(C)CC2C(=O)O)c1 (configuration not stated),2.5%,.,67.0,3.8
COC(=O)C1(CCSC)NC(c2ccccc2OC)C2C(=O)N(C)C(=O)C21 (configuration not stated),0.2%,-3.9%,-28.1,15.4
CCC(C)(C)n1nnnc1C(c1ccc(OC)c(OC)c1)N1CCN(c2ccc(F)cc2)CC1 (configuration not stated),-1.8%,.,50.5,4.7
O=C(NCCc1c[nH]c2ccccc12)C(=O)NCC(c1ccco1)N1CCN(c2ccccc2F)CC1 (configuration not stated),-0.2%,.,?,.
O=C(CSc1nc2c(sc3ccccc32)c(=O)n1CCO)NCc1ccco1,0.1%,-25.1%,30.9,-13.7
COC(=O)CCC(=O)NNC(=O)c1cccc(Br)c1,-3.4%,.,84.2,.
COc1ccc(OC)c(-c2c[n+](=O)c3c(n2[O-])CCCC3)c1,-3.4%,-8.6%,24.5,3.7
Cc1ccc(C)c(/C=N/NC(=S)NC(C)C)c1,-8.0%,.,-17.1,.
CCCCCCCCCS(=O)(=O)N/N=C/c1cccc([N+](=O)[O-])c1,-9.7%,-17.2%,?,1.1
O=C(CSc1nnc(SCc2ccc(Cl)cc2)s1)N/N=C/c1c[nH]c2ccccc12,-0.6%,.,-82.5*,.
Cc1cccc(-n2ncc3c(N4CC(C)CC(C)C4)ncnc32)c1 (configuration not stated),-3.1%,7.8%,?,2.6
CCCOC(=O)CCn1c(=S)oc2ccccc21,-5.7%,4.0%,-6.9,10.4
CCOC(=O)CNC(=O)c1ccc2c(c1)OCCO2,0.5%,-1.6%,?,0.6
CC(CC(=O)O)(CC(=O)O)C(=O)O,1.1%[11.4 µM],-4.5%[11.4 µM],.,.
CCOC(=O)NCN1C(=O)C2C3C=CC(C3)C2C1=O (configuration not stated),2.4%,13.3%,87.7,-1.3
CC(/C=C/c1ccc(Cl)o1)=C\C(=O)O,0.5%,-4.2%,3.0,-8.6
CCc1ccc(CCC(=O)Nc2ccc(C)cc2C)o1,0.2%,-0.6%,-16.0,3.9
CCN1c2ccccc2-c2nc3ccccc3n2C1c1cccnc1 (configuration not stated),-7.2%,16.8%,-23.6,0.4
N#Cc1cc(-c2cccc(Cl)c2)c[nH]c1=O,5.2%,6.9%[11.4 µM],-91.7*,4.3[1.84 µM]
[O-]/C(=C(\C(=S)NCc1ccco1)[n+]1ccccc1)c1ccccc1Br,1.1%,-18.4%,77.5,-1.2
CNc1ccc(/C=C/C(=O)c2ccc(C)cc2)cc1[N+](=O)[O-],-3.0%,.,?,-5.8
COc1ccc(C(=O)C(OC(=O)c2ccccc2Cl)c2ccccc2)cc1 (configuration not stated),-3.2%,.,?,4.1
CCOc1ccc(/C=N/OC(C)C(=O)NCc2ccc3c(c2)OCO3)cc1 (configuration not stated),1.2%,.,19.1,.
COc1ccc(NC(=O)COC(=O)C23CCC(=O)N2c2ccccc2S3)cc1 (configuration not stated),-6.9%,-5.5%,86.5,-6.1
CCCNC(=O)COC(=O)c1cc(SC)ccc1Cl,-1.8%,3.9%,17.0,-4.5
O=C1c2ccccc2-c2nnc(-c3ccccc3)cc21,1.3%,1.6%,40.7,1.7
COC(=O)c1ccc(S(=O)(=O)N(Cc2cc3cc4c(cc3[nH]c2=O)OCO4)C2CCCCC2)cc1,-8.0%,5.4%,52.1,5.1
CC1(CC(=O)O)O[C@H]2CCCCC[C@H]2O1 (some centres not stated) (tested in a mixture with another compound),2.8%[11.4 µM],-4.1%[11.4 µM],.,.
CCN(CC)c1ccc(/C=N/N2C(=O)c3ccccc3C2=O)cc1,1.3%,.,-9.0,.
CCCn1c(=O)[nH]c2ccccc21,-1.0%,-1.8%,-6.9,-3.4
Cn1c(SCc2nc3ccccc3c(=O)[nH]2)nnc1-c1ccco1,-0.9%,-5.2%,?,2.2
CCN(CC)c1ccc(/C=C2/C(=O)N(c3ccc([N+](=O)[O-])cc3)N=C2N2CCOCC2)cc1,-5.3%,-6.8%,?,5.7
CCCOc1ccc(N2C(=O)CC(N(O)c3ccccc3)C2=O)cc1 (configuration not stated),-26.5%,?,-89.0*,6.0
COc1cccc(-n2nnc3c(=O)n(Cc4ccc(F)cc4)cnc32)c1,-11.3%,-16.0%,31.4,-0.5
CCCn1cnc2cc(NCc3cccc(OC)c3)ccc21,-1.1%,33.3%[activator],-4.3,7.0
COCC(C)n1c(C)cc(C(=O)COc2ccc(S(=O)(=O)N3CCOCC3)cc2Cl)c1C (configuration not stated),0.6%,0.1%,-2.0,5.1
Cc1ccccc1NC(=O)Cn1nc(C(F)(F)F)cc1C1CC1,4.1%,4.0%,26.0,-2.7
Cc1nn(Cc2ccccc2Cl)c(C)c1NC(=O)CCCn1nc(C)c([N+](=O)[O-])c1C,0.0%,-10.1%,67.3,7.4
C=CCNC(=S)N1CCN(c2ncc3c(=O)c(C(=O)O)cn(CC)c3n2)CC1,-3.2%,-4.0%,-28.8,-1.2
COc1ccc(F)cc1CN1CCN(c2cc(C)nc3c4c(C)cc(C)nc4nn23)CC1,-14.8%,41.8%[activator],15.8,2.8
Cc1ccc(CNS(=O)(=O)/C=C/c2ccc3c(c2)OCO3)cc1,-6.2%,2.4%,?,7.0
O=c1cc(-c2ccccc2)nc2n1Cc1ccccc1-2,-11.0%,1.7%,-12.5,-10.1
Cc1[nH]n(-c2ccccc2)c(=S)c1C=Nc1cccc([N+](=O)[O-])c1,31.6µM*,10µM*,-22.3,0.8
O=C(c1cccc([N+](=O)[O-])c1)N1CCN(c2cccc(Cl)c2)CC1,1.3%,.,-17.6,.
Cc1cc(C)c2c(CN3CCN(C)CC3)cc(=O)oc2c1,0.9%,2.5%,-9.6,-2.6
CCOC(=O)C1CCN(C(=O)Cc2c(C(=O)O)[nH]c3ccccc23)CC1,-2.1%,-8.8%,-5.3,-17.0
Cc1noc(N)c1C(=O)Nc1ccc(C(C)(C)C)cc1,-4.5%,10.7%,19.2,3.7
Fc1ccccc1CNCCC(Cc1ccccc1)c1ccc2c(c1)OCO2 (configuration not stated),1.0%,.,-9.7,.

# New compounds follow
SMILES,ALOX12 inhib,ALOX15B inhib,PNC assembly inh,IMPase inh
O=C(CSc1ncnc2scc(-c3ccccc3)c12)NCc1ccc2c(c1)OCO2,-5.0%,.,40.3,.
N/C(=N\OC(=O)Nc1ccc(Cl)cc1)c1ncc(C(F)(F)F)cc1Cl,5.6%,3.9%,8.4,3.1
O=C(NCCN1CCc2ccccc2C1)C1CCN(S(=O)(=O)N2CCCCC2)CC1,-1.7%,10.4%,4.9,-0.1
CCOCCCNC(=O)C1CCN(C(=O)Nc2ccc(Cl)cc2)CC1,-2.5%,-3.2%,-22.2,8.0
COc1ccc(N(C(=O)COc2ccc(F)cc2)S(=O)(=O)c2ccc(C)cc2)cc1,-2.4%,.,?,.
O=C(CCc1nc(-c2ccccc2)no1)NCc1ccco1,-9.2%,-13.9%,-5.0,6.8
Cc1cc(C)n(C(=O)CNc2ccc(C)c(C)c2)n1,-18.1%,.,?,?
CCOC(=O)N1CCC(NC(=O)CSCc2nc(-c3cccc(OC)c3)oc2C)CC1,-4.4%,-2.3%,19.0,5.0
CCCCC12CN3CCN(CC(C3)/C1=N\NC(=O)Nc1ccccc1)C2,5.8%,.,58.6,-1.8
O=C(C1=NN[C@@H]2C(=O)N(c3ccccc3C(F)(F)F)C(=O)[C@H]12)c1ccc2ccccc2n1,-1.1%,.,-23.7,-2.6
O=C(NC1CCCCC1)NC1CCN(C(=S)NCc2ccco2)CC1,-3.8%,-5.2%,-29.4,3.4
Cc1ccc2[nH]c(=O)c(CN(Cc3cccs3)Cc3nnnn3Cc3ccccc3)cc2c1,-3.6%,1.8%,18.4,5.2
COc1cc(OC)cc(-c2cc3nc(C)c(CCC(=O)NC(C)CCc4ccco4)c(C)n3n2)c1 (configuration not stated),-7.4%,14.9%,13.7,7.0
O=C(Nc1nnc(-c2ccco2)o1)C1CCCCC1,-7.8%,-14.8%,-15.3,3.5
c1ccc(-c2cccc(N3CCCC4(CCNCC4)C3)c2)cc1,-1.7%,40.9%[activator],.,.
Cc1ccc(CNC(=O)C2CCN(S(=O)(=O)c3cnc[nH]3)CC2)cc1,0.1%,-1.0%,22.0,-3.6
Cc1ccc2cc3c(N)[nH]nc3nc2c1,2.8%,.,21.4,.
O=C(N/N=C/c1cccc(Cl)c1Cl)Nc1ccccc1,-11.0%,-13.0%,13.7,-7.1
CC(N1CCOC1=O)S(=O)(=O)c1ccccc1 (configuration not stated),-15.7%,?,-110.2*,-0.3
CC(C)C1NC2(C(=O)c3ccccc3C2=O)C2C(=O)N(c3ccc(F)cc3)C(=O)C12 (configuration not stated),-5.2%,-23.9%,28.6,-4.1
O=C(CNC(=S)NC(=O)c1ccc(F)cc1)c1ccccc1,-2.2%,.,41.7,.
Nc1c(-c2ccc(Cl)cc2)nnn1-c1ccccc1,-10.9%,10.8%[2.29 µM],-26.6,8.9
O=C(CSc1ccc(Cl)cc1)Nc1cccc(-c2nc3ncccc3o2)c1,2.5%,-3.3%,-10.8,2.2
Cc1ccc(C(=O)CSc2ccccn2)cc1,-15.3%,-20.8%,14.4,-6.1
Nc1cc(N)nc(SCC(=O)NNC(=O)c2ccc(Cl)cc2)n1,-11.1%,9.9%,?,3.6
O=C(/C=C/c1ccco1)Nc1sc2c(c1C(=O)O)CCC2,-26.1%,-15.0%,32.4,3.1

# From PubChem

# Some of the compounds tested; count on the stated rates, not on these rows.
